Screening data as filed in PubChem BioAssay.
GRIN3A LBD mod: binders of NR3A ligand-binding domain, primary screen, biophysical, differential scanning fluorimetry, uHTS | 340,000 compounds, 2.5% hits | NR3A LBD differential scanning fluorimetry, Tm shift; 0% = protein alone, 100% = glycine-bound protein | Glutamate receptor ionotropic, NMDA 3A (GRIN3A) ligand-binding domain | Tm shift relative to glycine control, % at 25 µM | AID 1259313, 2017;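 active = melting temperature shift of at least 10% of the positive control shift, at one fixed dose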
HKDC1 inhibitor: HKDC1 hexokinase inhibitors, primary screen, biochemical, fluorescence, uHTS; inhibition, % at 20 µM; Q2TB90; AID 493160, 2011; 340,000 compounds, 0.16% hits; recombinant HKDC1, G6PDH/diaphorase resazurin coupled fluorescence;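 active = inhibition above about 35% when tested at 20 µM, limit read from the data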;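 note: plate controls were DMSO wells with enzyme for no effect and DMSO wells lacking enzyme for full effect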
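test system = in-house recombinant HK5 (HKDC1) enzyme | amount = HKDC1 at 5 µg/mL | control set = DMSO-enzyme wells negative, buffer-substituted wells positive | compound = one dose of 20 µM, 1% DMSO | schedule = reaction time 90 min, room temperature, protected from light | technique = resorufin fluorescence at 613 nm | reagent = glucose with 1 mM ATP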
SENP8 block: human SENP8 protease inhibitors, primary screen, biochemical, fluorescence, Nedd8 protein substrate, uHTS; Sentrin-specific protease 8 (Homo sapiens), Q96LD8; recombinant SENP8; inhibition, % at 20 µM; 360,000 compounds, 0.64% hits; in the data active = inhibition mostly above about 40%, no sharp cut-off; inactive = mostly below about 27%
Target sequence (Q96LD8 whole entry, looked up): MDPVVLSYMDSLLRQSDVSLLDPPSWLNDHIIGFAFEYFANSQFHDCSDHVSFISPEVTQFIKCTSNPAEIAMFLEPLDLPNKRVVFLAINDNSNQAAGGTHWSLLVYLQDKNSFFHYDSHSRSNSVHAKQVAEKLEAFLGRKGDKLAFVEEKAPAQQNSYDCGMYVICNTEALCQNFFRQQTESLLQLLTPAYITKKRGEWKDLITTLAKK
SENP6 block: SENP6 protease inhibitors, primary screen, biochemical, luminescence, uHTS; Recombinant SENP6 catalytic domain, aminoluciferin luminescence; inhibition, % at 10 µM; 330,000 compounds, 1.8% hits; AID 2599, 2010;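 active = inhibition above about 50% at the single tested dose, limit read from the data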;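 note: plate controls were DMSO wells with enzyme for no effect and DMSO wells lacking enzyme for full effect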
ATG4B inhibitor: ATG4B protease inhibitors, primary screen, biochemical, fluorescence, uHTS. ATG4B cleavage of LC3-PLA2, NBD-HPC fluorescence, 1 h. inhibition, % at 8.33 µM. 340,000 compounds, 0.51% hits; in the data active = inhibition above about 40%
Target sequence (Q9Y4P1 whole entry, looked up): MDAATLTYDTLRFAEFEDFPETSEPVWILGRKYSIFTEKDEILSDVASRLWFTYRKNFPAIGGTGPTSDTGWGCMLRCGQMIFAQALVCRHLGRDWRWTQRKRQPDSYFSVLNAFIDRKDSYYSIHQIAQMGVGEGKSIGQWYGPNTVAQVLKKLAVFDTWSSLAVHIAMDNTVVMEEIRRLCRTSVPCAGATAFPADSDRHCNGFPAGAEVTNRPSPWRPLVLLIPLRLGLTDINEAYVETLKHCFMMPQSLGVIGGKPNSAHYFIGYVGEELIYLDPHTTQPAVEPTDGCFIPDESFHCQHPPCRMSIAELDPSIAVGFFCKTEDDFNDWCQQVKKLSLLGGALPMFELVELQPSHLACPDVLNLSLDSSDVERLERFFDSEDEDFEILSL
PfG6PD inh: PfG6PD enzyme inhibitors, primary screen, biochemical, fluorescence intensity, uHTS | PfGluPho enzyme, NADPH resazurin-diaphorase fluorescence | inhibition, % at 20 µM | 350,000 compounds, 0.78% hits;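 active = inhibition reaching at least a set limit at 20 µM in the primary screen, cut at about 59% in these data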;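 note: 0% = DMSO wells with substrate and 100% = DMSO wells lacking glucose-6-phosphate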
SENP7 inh: SENP7 protease inhibitors, primary screen, biochemical, luminescence, uHTS; Sentrin-specific protease 7 (Homo sapiens), Q9BQF6; recombinant SENP7, Z-RLRGG-aminoluciferin luminescence, 40 min; inhibition, % at 5 µM; 330,000 compounds, 1.5% hits;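 active = inhibition above about 50% at the single test dose, limit read from the data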;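 note: plate controls were DMSO with enzyme for no effect and no enzyme buffer wells for full effect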
Target sequence (Q9BQF6 706-1050 limits assumed): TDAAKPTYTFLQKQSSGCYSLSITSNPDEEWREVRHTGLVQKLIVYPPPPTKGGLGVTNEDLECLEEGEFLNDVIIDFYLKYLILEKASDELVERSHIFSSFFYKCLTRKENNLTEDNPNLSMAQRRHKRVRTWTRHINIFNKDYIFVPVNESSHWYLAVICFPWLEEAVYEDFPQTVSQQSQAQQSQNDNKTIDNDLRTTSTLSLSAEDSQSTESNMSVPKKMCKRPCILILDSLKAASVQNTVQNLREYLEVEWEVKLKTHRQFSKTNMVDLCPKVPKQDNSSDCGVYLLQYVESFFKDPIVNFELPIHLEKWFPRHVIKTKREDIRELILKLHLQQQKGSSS
MPTP inh: mitochondrial permeability transition pore inhibitors, primary screen, biochemical, isolated mouse mitochondria, absorbance | Ca2+ swelling absorbance, 30 min | inhibition, % at 10 µM | 360,000 compounds, 1.4% hits;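 active = inhibition of 50% or more, scaled per plate between neutral and stimulator controls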;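 note: 0% = DMSO wells given calcium and 100% = 1 mM EGTA wells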
Active calls of the source: *; · = not tested or not shown.

SMILES	GRIN3A LBD mod	HKDC1 inhibitor	SENP8 block	SENP6 block	ATG4B inhibitor	PfG6PD inh	SENP7 inh	MPTP inh
O=C(CCn1c(=S)oc2ccccc21)N1CCCCC1	-4.0	-14.6	6.1	-0.6	-2.1	-0.9	5.4	1.1
COc1ccccc1C(=O)Nc1nnc(S(=O)(=O)N2CCC(C)CC2)s1	-5.8	-1.8	-12.4	-13.3	10.0	0.8	12.7	13.8
Cc1ccc[n+](CC(=O)c2ccc(NC(=O)c3ccccc3)cc2)c1	-1.9	-9.4	26.0	5.2	-2.9	-9.6	1.7	-0.5
Cc1cc(C)n2nc(C(=O)N/N=C/c3cn(C)nc3C)nc2n1	-0.7	-4.0	-1.1	-17.4	-2.8	-14.7	-2.0	1.8
Cc1c(-c2cc(C(=O)O)no2)cnn1C	-0.6	7.5	14.1	-13.1	-8.8	-3.6	0.5	-1.1
O=[N+]([O-])c1ccc(OCn2cncn2)cc1	-0.3	-2.8	17.4	6.3	4.5	-3.8	13.6	2.0
O=C(NC(=S)Nc1nc(-c2ccc([N+](=O)[O-])cc2)cs1)c1ccco1	20.0*	6.0	26.3	1.1	4.1	2.7	-12.3	1.9
O=C(NCc1ccc(F)cc1)C1CCCN(C(=O)Nc2ccc(F)cc2)C1 (stereo not drawn)	-1.0	-1.6	6.6	17.2	6.4	-9.2	-10.6	-1.3
O=C(CN1CCN(CC(=O)Nc2ccccc2Cc2ccccc2)CC1)Nc1ccccc1Cl	1.0	-2.8	7.8	-38.8	-9.4	8.4	-15.0	0.4
O=C(NC1CCCCNC1=O)c1ccccc1 (stereo not drawn)	-2.1	-6.0	17.3	-2.9	8.0	-4.4	-1.0	1.4
CC(C)[C@H](NC(=O)c1ccccc1F)C(=O)OCC(=O)NC1CC1	-0.8	11.9	10.9	-11.3	1.2	-5.1	-4.8	-0.5
COc1ccccc1NC(=O)Cn1ccn(-c2cccc3ccccc23)c(=O)c1=O	-2.0	2.3	-14.8	-11.0	5.0	-14.0	2.7	-0.3
COc1ccc(S(=O)(=O)NCCC(=O)OCC(=O)NC2CC2)cc1	-1.1	-1.0	4.2	-15.1	-3.5	0.1	2.5	-1.5
COc1cccc(CNC(=O)C2Cc3ccccc3CN2C(C)=O)c1 (stereo not drawn)	-1.2	-6.0	-1.6	12.4	-1.9	13.0	8.7	-0.1
CC(C)(C)c1ccc(S(=O)(=O)N2CCN(CC(O)CN3CCOCC3)CC2)cc1 (stereo not drawn)	-2.5	-4.5	5.5	6.7	5.5	-7.8	0.8	0.8
COc1cc(C(=O)N2CCCc3ccccc32)c([N+](=O)[O-])cc1OC	2.1	5.0	1.2	-1.9	-1.2	37.0	-3.5	1.1
CC(=O)c1cccc(NC(=O)C2C3C=CC(C4CC34)C2C(=O)O)c1 (stereo not drawn)	-5.3	-3.6	0.8	13.6	7.4	-26.4	6.3	0.9
O=C(Nc1c(C(=O)C2CC2)oc2ccccc12)c1ccc(Cl)cc1	-4.1	-2.0	-299.1	3.1	-6.1	-2.3	-0.4	4.7
CC1(C)CSC(=NCc2ccccc2)N1C(=O)c1cccc([N+](=O)[O-])c1	6.0	3.6	6.0	4.9	-7.6	5.3	-6.9	0.9
CCCC[C@H]1COCCS(=O)(=O)N1Cc1ccccc1F	-2.2	-1.7	24.8	-3.9	-13.6	0.0	3.1	0.1
COc1ccc(NC(=O)c2cc([N+](=O)[O-])ccc2N2CCCCC2)cc1	2.4	-8.0	15.6	-32.9	0.4	-9.9	4.4	1.2
C=CCSC1=C(C#N)C(c2cccc(OC)c2)CC(=O)N1 (stereo not drawn)	0.2	2.3	11.0	-9.6	-2.0	-20.1	-11.5	1.2
O=C(Nc1ccc(Cc2ccncc2)cc1)c1ccc(S(=O)(=O)N2CCOCC2)cc1	1.8	-8.3	13.0	-9.3	-5.7	22.2	0.9	4.3
CC1=NN2C(=N)/C(=C\c3ccc(SCc4ccccc4)o3)C(=O)N=C2S1	-4.8	4.9	-18.0	-40.2	-6.4	13.2	-9.4	16.5
Cn1c(SCC(=O)N2CCOCC2)nnc1-c1ccc(NC(=O)c2ccccc2F)cc1	0.5	0.6	15.1	-17.3	2.8	-6.4	-8.9	0.4

Grouped by structure: those above containing a Cl atom.
SMILES	GRIN3A LBD mod	HKDC1 inhibitor	SENP8 block	SENP6 block	ATG4B inhibitor	PfG6PD inh	SENP7 inh	MPTP inh
O=C(CN1CCN(CC(=O)Nc2ccccc2Cc2ccccc2)CC1)Nc1ccccc1Cl	1.0	-2.8	7.8	-38.8	-9.4	8.4	-15.0	0.4
O=C(Nc1c(C(=O)C2CC2)oc2ccccc12)c1ccc(Cl)cc1	-4.1	-2.0	-299.1	3.1	-6.1	-2.3	-0.4	4.7

Following part
SMILES	GRIN3A LBD mod	HKDC1 inhibitor	SENP8 block	SENP6 block	ATG4B inhibitor	PfG6PD inh	SENP7 inh	MPTP inh
COc1ccccc1NS(=O)(=O)c1cccc(C(=O)NNC(=O)c2ccc(O)c(Cl)c2)c1	-4.4	-1.4	9.3	-24.9	-1.3	8.0	-3.5	-1.1
CCN1CCN(Cc2ccc(NC(=O)c3ccc(C)c(NC(=O)c4ccnnc4)c3)cc2C(F)(F)F)CC1	1.1	-1.5	-8.4	-9.0	1.2	-10.7	1.1	-0.1
CC(C)COc1ccc(CSCCNC(=S)Nc2ccccc2)cc1	5.4	0.1	16.2	6.2	36.3	9.9	2.6	6.4
O=C(CCCN1CC=C(n2c(=O)[nH]c3ccccc32)CC1)c1ccc(F)cc1	0.0	-6.9	15.0	-4.5	-14.2	12.4	4.6	1.1
COc1ccc(S(=O)(=O)N2CCCCCC2)cc1C(=O)N1CCN(c2ccc(F)cc2)CC1	0.2	-2.6	10.4	·	-36.5	-5.4	·	-2.4
O=C(OCCN(C1=NS(=O)(=O)c2ccccc21)c1ccccc1Cl)c1ccc(Cl)cc1	-1.5	-3.4	9.7	3.5	2.1	16.1	3.0	-1.3
Cc1cccc(-c2nnc3n2N=C(c2ccccc2Br)CS3)c1	0.2	-2.6	16.6	2.0	-1.4	-0.6	2.4	-0.8
CCOC1=C/C(=C/c2c(N)n3nc(CC(=O)N4CCCCC4)sc3nc2=O)C=CC1=O	0.8	8.5	-11.3	2.8	2.0	-5.7	-0.6	-2.6
CCOc1ccc(NC(=O)NC23CC4CC(CC(C4)C2)C3)cc1	0.1	-4.1	15.9	-4.5	-2.8	11.7	11.4	39.6
CC(Oc1ccccc1)C(=O)NC1CCN(Cc2ccccc2)CC1 (stereo not drawn)	-1.3	5.3	5.9	11.1	2.9	-19.0	2.3	0.7
C=C1SC(Nc2c(C)cc(C)cc2C)=NC12CCCCC2	1.3	-4.3	-0.7	-21.2	-6.3	-2.4	-3.3	-6.9
CCSc1nnc(-c2ccc(OC)cc2)o1	-0.1	-9.3	29.1	23.7	1.9	-12.9	12.4	-2.2
CCCn1nnc2ccccc2c1=O	-3.5	-0.3	23.7	-12.9	-3.4	-3.8	2.7	-1.5
O=C(O)c1cccc(S(=O)(=O)N(Cc2ccccc2)c2ccc(Cl)cc2)c1	-6.0	3.3	14.3	-13.4	-1.2	-26.2	-0.8	-0.8
C=CCn1c(SCC(=O)NC2CCCC2)nnc1-c1cccnc1	0.6	-5.0	-6.2	-2.4	-3.6	6.5	15.1	-0.5
CC1=C(C)CC(C(=O)Nc2nc(-c3ccc(F)cc3)c(C)s2)C(C(=O)O)C1 (stereo not drawn)	0.6	-8.4	17.4	-5.7	3.1	-14.4	4.5	3.5
C#CCOCCOCCOCCNc1nc(N2CCN(C(=O)Cn3cc(CCO)nn3)CC2)nc(N2CCN(C(=O)[C@H](Cc3ccc(O)cc3)n3cc(CCO)nn3)CC2)n1	-0.3	-1.3	5.7	·	-3.2	7.0	·	-1.9
COc1ccc(/C=C/c2c(-c3ccccc3OC)sc3ccccc23)cc1OC	-3.9	3.6	-494.2	6.0	-4.6	25.5	-5.6	1.0
CCc1ccc(NC(=O)CSc2ccc(-c3ccco3)nn2)cc1	0.7	4.9	6.1	-16.0	1.7	9.3	1.9	0.4
O=C1C2CC=CCC2C(=O)N1c1ccc(Cc2ccncc2)cc1 (stereo not drawn)	-0.1	-8.5	4.8	0.8	8.7	-13.2	3.0	8.7
COc1ccc(CCn2c(C)c(C(C)=O)c(C(C)=O)c2C)cc1OC	-2.8	3.3	4.6	4.1	-8.5	-3.2	1.3	-1.8
O=S(=O)(NC(=NC1CCCCC1)c1ccccc1)c1ccc(F)cc1	-1.1	2.5	-0.6	-4.9	-0.7	-16.7	3.6	0.7
CCCCNC(c1ccccc1)c1ccncc1 (stereo not drawn)	-1.5	-9.2	13.9	-1.6	-5.7	20.5	2.2	1.2
Cc1ccc(N/C=C(\[N+](=O)[O-])S(=O)(=O)c2ccccc2)cc1	0.8	-5.1	5.7	-8.6	-1.1	11.4	-2.8	-1.1
O=C(NCC1CCCO1)c1cc(S(=O)(=O)N2CCOCC2)c(Cl)cc1Cl (stereo not drawn)	0.7	-0.9	6.2	-5.8	8.4	4.9	-7.0	-0.1
Other entries:
SMILES	GRIN3A LBD mod	HKDC1 inhibitor	SENP8 block	SENP6 block	ATG4B inhibitor	PfG6PD inh	SENP7 inh	MPTP inh
Cc1cccc(-c2cc(C(=O)Nc3ccc4c(c3)OCCO4)c3ccccc3n2)c1	-19.8	6.6	15.2	23.1	0.9	7.8	0.2	2.5
CCC(C)[C@H](NC(=O)NCCCn1ccnc1)C(=O)OC (stereo partly drawn)	1.4	-7.7	9.3	23.7	-5.5	-19.3	0.8	-0.4
CC1CCN(C(=O)COC(=O)c2cc3ccccc3oc2=O)CC1	-4.0	0.2	-276.2	-6.0	3.5	13.6	0.7	0.7
COc1cc(OC)c(CN2CCC(Cc3ccccc3)CC2)cc1Br	-2.2	7.2	12.9	-21.9	0.6	-2.2	9.9	0.7
CCOC(=O)CSc1nc(N)nc(C)c1Cl	-0.6	-9.6	6.0	7.9	-2.7	4.8	3.1	2.1
Cc1cc(C(=O)C(C)OC(=O)C2=NNC(=O)CC2)c(C)n1-c1ccc(OC(F)F)cc1 (stereo not drawn)	0.1	-2.9	18.3	-4.5	-8.8	24.9	-0.7	1.6
O=[N+]([O-])c1ccc(N2CCOCC2)c(S(=O)(=O)N2CCOCC2)c1	0.1	-4.0	7.1	-6.2	0.0	14.2	-4.5	-1.1
CNC(=O)COc1ccccc1C(=O)Nc1ccc2c(c1)oc1ccccc12	0.4	-0.2	-46.3	0.0	5.0	4.2	2.8	12.1
Cc1ccc(NS(=O)(=O)c2ccc3c(c2)NC(=O)CCS3)cc1F	-1.0	-3.9	16.1	-12.4	3.7	4.3	9.6	-0.5
CC(C)Sc1nc(-c2ccccc2)cc(=O)[nH]1	1.4	8.3	15.1	-0.9	-10.6	-3.0	0.4	3.1
Cc1nc(NCCCn2ccnc2)c2ccccc2n1	3.2	-7.0	1.6	-1.7	-3.0	-3.0	-3.4	-0.8
O=C(COC(=O)C1CC1)Nc1c(Cl)cccc1C(F)(F)F	1.1	-3.8	6.3	-9.7	3.4	-3.7	-1.9	0.8
O=C(Cc1ccc(S(=O)(=O)N2CCOCC2)s1)Nc1cc(C(F)(F)F)cc(C(F)(F)F)c1	17.3*	2.6	6.9	4.4	-35.7	21.1	-3.5	69.3*

3 compounds out of the list above, arranged by their value in MPTP inh, low to high:
| compound | MPTP inh |
| --- | --- |
| CCN1CCN(Cc2ccc(NC(=O)c3ccc(C)c(NC(=O)c4ccnnc4)c3)cc2C(F)(F)F)CC1 | -0.1 |
| CC(C)(C)c1ccc(S(=O)(=O)N2CCN(CC(O)CN3CCOCC3)CC2)cc1 (stereo not drawn) | 0.8 |
| CC1=C(C)CC(C(=O)Nc2nc(-c3ccc(F)cc3)c(C)s2)C(C(=O)O)C1 (stereo not drawn) | 3.5 |
